# Screening data deposited in PubChem BioAssay by several laboratories.
# KOR beta-arrestin-1: KOR antagonists, beta-arrestin recruitment, cell-based, luminescence, uHTS (AID 1778); Kappa-type opioid receptor (Homo sapiens); KOR beta-arrestin recruitment, luminescence, antagonist mode; higher % means a stronger effect; inhibition, % at 10 µM; hits with a dose series show IC50 in µM; 290,000 compounds, 0.091% hits; in the data active = inhibition above about 50%; note: strong numbers were not always called active
# West Nile virus CPE: West Nile virus antiviral activity, cell-based, CPE readout (AID 1621). West Nile virus-infected cells, CPE inhibition; higher % means a stronger effect. one-dose CPE inhibition, % at 10 µM; IC50 in µM for titrated hits. 290,000 compounds, 0.02% hits; in the data active = a potency from the dose series; note: strong numbers were not always called active
# PhoP inhibition: inhibitors of PhoP regulon expression, primary screen, Salmonella Typhimurium, GFP reporter (AID 1863); S. Typhimurium PhoP-regulated promoter GFP reporter, 4 h; higher % means a stronger effect; inhibition, % at 50 µM, or IC50 in µM where a hit was titrated; 300,000 compounds, 0.16% hits;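 active = inhibition over 29.93%, a cutoff 3 SD above the screen mean, later confirmed by dose response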;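 note: 0% = low Mg2+ inducing control and 100% = high Mg2+ repressing control; strong numbers were not always called active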
# NTR1 ag: agonists of NTR1, primary screen, imaging, U2OS cells, beta-arrestin-GFP, high content (AID 493036); Neurotensin receptor type 1 (Homo sapiens), P30989; 330,000 compounds, 0.17% hits; activation, % at 20 µM; NTR1-U2OS beta-arrestin-GFP spot imaging, agonist mode;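 active = activation at or above 40% of the spot to cytoplasm intensity ratio, with at least 20 cells analyzed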;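 note: 0% = DMSO without peptide and 100% = 100 nM NTR1 peptide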
# Target sequence (P30989 whole entry, looked up): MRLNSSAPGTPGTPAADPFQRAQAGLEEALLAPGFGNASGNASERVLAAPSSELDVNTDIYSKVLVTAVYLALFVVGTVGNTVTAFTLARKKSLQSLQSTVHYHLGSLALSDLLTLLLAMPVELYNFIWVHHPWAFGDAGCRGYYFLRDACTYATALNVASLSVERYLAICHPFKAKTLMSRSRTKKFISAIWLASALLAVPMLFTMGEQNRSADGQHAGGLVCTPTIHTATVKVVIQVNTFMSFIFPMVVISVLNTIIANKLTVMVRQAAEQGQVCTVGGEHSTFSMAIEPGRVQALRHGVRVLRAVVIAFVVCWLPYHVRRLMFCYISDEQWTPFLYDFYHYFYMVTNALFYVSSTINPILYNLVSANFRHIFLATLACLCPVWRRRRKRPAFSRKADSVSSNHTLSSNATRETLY
# GPR35 antagonists: GPR35 antagonists blocking zaprinast-driven arrestin recruitment, primary screen, imaging, U2OS, beta-arrestin-GFP, zaprinast agonist (AID 2058); inhibition, % at 10 µM, or IC50 in µM where a hit was titrated; G-protein coupled receptor 35 (Homo sapiens); U2OS GPR35 beta-arrestin-GFP translocation imaging, zaprinast antagonism; higher % means a stronger effect; 290,000 compounds, 0.052% hits;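 active = inhibition of at least 50% with at least 30 cells and total cytoplasm GFP at most 10,000,000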
# KOR beta-arrestin-2: KOR agonists, beta-arrestin recruitment, primary screen, cell-based, luminescence, uHTS (AID 1777); activation, % at 10 µM, or EC50 in µM where a hit was titrated; KOR beta-arrestin recruitment, luminescence; higher % means a stronger effect; Kappa-type opioid receptor (Homo sapiens); 280,000 compounds, 0.02% hits; in the data active = activation above about 50%, passing the limit was not always enough; note: a part of the inactive calls stands beside numbers as strong as those of hits
# T cell modulator: modulators of CD8 T cell-vesicle binding, primary screen, mouse 2C CD8+ T cells, flow cytometry | 2C CD8+ T cell-vesicle binding; hits give low values | calls only at 7 µM | 330,000 compounds, 0.068% hits | AID 2052, 2009;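 active = response, share of CD8 T cells binding vesicles, and their 90th percentile fluorescence all below set limits, cut at about 80% in these data, passing the limit was not always enough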
#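 Material: murine 2C transgenic CD8+ T lymphocytes / Also added: QL9-peptide-loaded Drosophila micro-vesicles bearing Ld, ICAM-1 and B7-1 / Schedule: binding step 1.5 h, 37 °C, antibody labelling 20 min, ice / Signal: flow cytometry, PE anti-B7-1 (FL2) versus Alexa647 anti-CD8 (FL8), PFA-fixed / Evaluation: percent CD8+ FL2 mean versus row control / Benchmarks: naked versus QL9-loaded vesicles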
# GPR55 LPI antagonism: GPR55 antagonists blocking LPI-driven arrestin recruitment, primary screen, imaging, U2OS, beta-arrestin-GFP, LPI agonist (AID 2013). G-protein coupled receptor 55 (Homo sapiens). inhibition, % at 10 µM; hits with a dose series show IC50 in µM. U2OS GPR55 beta-arrestin-GFP translocation imaging, LPI antagonism; higher % means a stronger effect. 290,000 compounds, 0.13% hits;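 active = spots per cell inhibited over 60%, with over 100 cells counted and total cytoplasm intensity under 500,000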;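 note: U2OS cells stably carrying GPR55 and arrestin-GFP stimulated by 5 µM LPI near EC80; imaged beta-arrestin-GFP aggregate spots per cell after agonist stimulation; plate controls were LPI-stimulated DMSO wells for no effect and DMSO wells without LPI for full effect; some results filed as inactive read as strong as hits; confirmed hits need IC50 under 10 µM and bright autofluorescent wells are also inconclusive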
# GPR55 beta-arrestin: GPR55 agonists via beta-arrestin recruitment, primary screen, imaging, U2OS cells, beta-arrestin-GFP redistribution (AID 1961) | U2OS GPR55 beta-arrestin-GFP redistribution imaging; higher % means a stronger effect | one-dose activation, % at 10 µM; EC50 in µM for titrated hits | 290,000 compounds, 0.048% hits;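 active = activation above 40% with more than 50 cells counted in the well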;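 note: U2OS osteosarcoma cells stably expressing GPR55 and beta-arrestin-GFP; plate controls were DMSO negative control for no effect and LPI positive control for full effect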
# T cell modulator vesicle-bound %: second read-out of T cell modulator, no call of its own (marks repeat the call); double positive events, %; measured here: CD8+ vesicle-bound cell fraction;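 binding gate set so that unloaded-vesicle control wells show 10% double positive cells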
# NTR1 ag cell count 20 µM: recorded beside NTR1 ag, whose call it bears; cell count; measured here: cell count, cytotoxicity flag
# * = called active by the depositor; i = inactive; . = not tested or not shown; [ ] = dose if it differs, or a comment.
Structure,KOR beta-arrestin-1,West Nile virus CPE,PhoP inhibition,NTR1 ag,NTR1 ag cell count 20 µM,GPR35 antagonists,KOR beta-arrestin-2,T cell modulator,T cell modulator vesicle-bound %,GPR55 LPI antagonism,GPR55 beta-arrestin
CCCOc1cccc(-c2nn(-c3ccccc3)cc2/C=C(\C#N)C(=O)NCCCn2ccnc2)c1,-5%,-0.7%,8%,6.4,62,-4%,3.0%,i,39,51%,0.5%
Cc1nc(SCc2ccccc2C)n[nH]1,24%,0.2%,22%,-0.7,98,-4%,-4.2%,i,15,0%,0.1%
COCc1c(CCl)cnc(C)c1O,-3%[20 µM],0.8%,-2%,-1.3,48,-3%,.,i,17,6%,0.2%
CNc1oc(-c2ccco2)nc1C#N,-18%,-0.1%,15%,-0.2,46,-18%,2.8%,i,21,7%,-0.2%
CC(=O)Nc1ccc(Nc2cc(C)nc3c(-c4ccccc4)cnn23)cc1,44%,1.9%,-2%,.,.,1%,-4.9%,i,39,-3%,-0.6%
CCOc1ccc2c(c1)c1nnc(SCC(=O)NC3CC3)nc1n2C,-30%,-0.2%,2%,-0.8,52,-13%,-5.7%,i,29,10%,0.1%
COc1ccc(Br)cc1/C=C/C(=O)Nc1ccc(C)cc1,8%,-1.1%,-4%,4.4,54,-9%,-1.0%,i,40,13%,-0.1%
CC(CC(=O)Nc1ccc(Cl)c([N+](=O)[O-])c1)c1ccccc1 (centres undefined),7%,-1.2%,-4%,5.7,52,4%,-0.7%,i,45,27%,-0.1%
CC(C)Oc1cccc(C(=O)C2CCCN(S(=O)(=O)C(C)C)C2)c1 (centres undefined),4%,-1.9%,-1%,-1.0,40,1%,1.2%,i,30,7%,0.5%
O=C1C(Cl)=C(N2CCOCC2)C(=O)N1c1ccccc1F,8%[20 µM],-0.4%,2%,-0.9,59,12%,-6.3%,i,60,24%,0.5%
CN(C)c1ccc(NC(=O)CC(NCc2ccccn2)C(=O)O)cc1 (centres undefined),19%,1.6%,-2%,1.3,74,1%,3.1%,i,6,-5%,0.5%
O=C1N(C2CCCC2)C[C@@H]2C[C@@H](c3cn[nH]c3-c3ccc(Cl)cc3)N3CCC[C@@]123,23%,-0.1%,2%,2.0,107,-5%,-5.9%,i,34,11%,0.5%
CN1c2ccccc2C(C)(C)[C@]12C=Cc1cc(O)ccc1O2,-15%,2.1%,31%,8.6,33,-10%,3.7%,i,41,20%,0.3%
O=C(CN1CCN(c2ccccn2)CC1)Nc1cccc(Br)c1,1%,-0.7%,6%,1.1,80,8%,1.2%,i,52,8%,0.0%
CCC(=O)NNc1ncnc2ccccc12,25%,-0.3%,7%,-1.2,92,16%,-2.7%,i,60,3%,-0.1%
COc1ccc(C(NC(=O)C(C)(C)C)NC(=O)C(C)(C)C)cc1,-5%,-0.2%,-10%,-1.2,64,3%,-0.5%,i,47,4%,0.2%
Cc1cc(Nc2ncc(Cl)cc2Cl)n(-c2ccccn2)n1,9%,-0.4%,11%,.,.,5%,3.7%,.,.,14%,0.0%
CCCCOC(=O)c1ccc(NC(=O)c2ocnc2C)cc1,-1%,1.9%,2%,2.5,72,1%,-1.4%,i,28,29%,0.4%
NC(=O)CSc1nnc2n(-c3ccccc3)c(=O)c3c4c(sc3n12)CCCCC4,-1%,0.2%,6%,2.2,59,1%,-4.7%,i,50,13%,-0.4%
COc1cc(C)nc(Nc2nc(C)c(C(C)=O)s2)n1,-16%,0.0%,29%,-0.5,54,2%,-0.9%,i,49,-12%,0.1%
COCC(=O)Nc1cc(C)cn(Cc2ccccc2Cl)c1=O,-10%[20 µM],-0.1%,-6%,1.0,68,7%,0.8%,i,58,1%,-0.1%
CC(=O)Nc1ccccc1OC(=O)N1CCOCC1,-16%,0.2%,-4%,-0.7,49,0%,-7.6%,i,25,-6%,-0.1%
CCC(C)NCCOCCOc1cc(C)c(Cl)c(C)c1 (centres undefined),-29%[20 µM],-0.7%,9%,-1.6,48,-1%,-5.6%,i,15,-1%,0.5%
CCC(Sc1nc(C)cc(C)n1)C(=O)Nc1cc(C)on1 (centres undefined),-27%,-0.1%,-11%,0.3,76,-3%,-0.3%,i,34,10%,0.2%
Cc1sc2nc(C3CC3)nc(SCC(=O)N3CC(=O)Nc4ccccc43)c2c1C,-10%,-0.1%,-5%,16,44,-3%,-0.7%,i,24,5%,0.2%

# The list goes on:
Structure,KOR beta-arrestin-1,West Nile virus CPE,PhoP inhibition,NTR1 ag,NTR1 ag cell count 20 µM,GPR35 antagonists,KOR beta-arrestin-2,T cell modulator,T cell modulator vesicle-bound %,GPR55 LPI antagonism,GPR55 beta-arrestin
Cc1cccc(Nc2nc(-c3sc(C)nc3C)cs2)c1,-11%,-0.9%,-6%,17,53,-2%,1.6%,i,34,9%,0.3%
COC(=O)CSc1nc2cc3c(cc2cc1C#N)OCO3,-8%,0.3%,4%,2.9,46,3%,2.7%,i,54,12%,-0.3%
CCCc1nnc(NC(=O)CCC(=O)N2CCN(Cc3ccccc3)CC2)s1,-28%,-0.6%,-4%,0.7,69,8%,12%,i,0,-15%,-0.2%
O=C(CSc1nnnn1C1CCCCC1)Nc1cccc(NC(=O)c2ccco2)c1,23%,2.2%,-4%,3.8,56,-13%,-3.3%,i,14,0%,0.2%
CC(C)CCNC(=O)CNC(=S)N(Cc1ccccc1)Cc1cccnc1,11%,-1.8%,-2%,1.7,51,-5%,6.5%,i,10,12%,0.2%
COc1ccccc1NC(=O)C(O)C(O)C(=O)Nc1ccccc1OC (centres undefined),-8%,0.1%,-8%,1.0,86,-4%,1.1%,i,42,3%,-0.1%
N#Cc1ccc(CSc2nnc(NC(=O)c3ccc(=O)[nH]c3)s2)cc1,-9%,-0.2%,-8%,-1.5,65,11%,-2.3%,i,28,-7%,0.3%
O=C(NCCO)c1cc([N+](=O)[O-])cc2c1C=Cc1ccccc1O2,-48%,0.3%,1%,1.1,24,-8%,4.4%,i,21,-2%,0.0%
CCN(CCNC(=O)CN1CCN(Cc2ccc(Cl)cc2)C1=O)c1ccccc1,14%,0.1%,8%,0.4,58,-4%,3.9%,i,44,-5%,-0.1%
CCOc1ccc(C2CC(c3ccc(OC)c(OC)c3)n3nc(N)nc3N2)cc1 (centres undefined),10%,-0.2%,0%,-0.5,48,-10%,-0.9%,i,36,-11%,-0.1%
O=S(=O)(NC1CCCCC1Sc1ncccn1)c1ccccc1 (centres undefined),-8%,-0.3%,-9%,0.5,45,-7%,-0.7%,i,10,0%,0.2%
C[C@@H]1C[C@H](Nc2ccccc2)c2ccccc2N1C(=O)c1cccnc1,-63%,-0.2%,16%,0.0,48,22%,-3.9%,i,45,-7%,-0.1%
CC(C)(C)c1ccc(S(=O)(=O)N2CCC(c3nc4ccc(Cl)cc4[nH]3)CC2)cc1,-11%,1.8%,20%,5.7,35,0%,6.3%,i,34,24%,0.4%
COC(=O)Cn1c(=NC(=O)CSC(C)=O)sc2ccccc21,8%,0.1%,0%,0.7,63,6%,-2.7%,i,35,7%,-0.1%
CC(C)(C)c1cc(=O)[nH]c(SCc2ccccc2)n1,-17%,-0.1%,-2%,1.8,55,-4%,-0.6%,i,63,-1%,-0.1%
Cc1cccc(NC(=O)C(C)SCc2nc3sc(C)c(C)c3c(=O)[nH]2)n1 (centres undefined),4%,-1.2%,7%,0.9,60,-5%,-2.0%,i,29,-1%,-0.1%
COc1ccc(CSc2nnc(NC(C)=O)s2)cc1[N+](=O)[O-],-25%[20 µM],-0.6%,2%,.,.,14%,-4.8%,.,.,20%,0.2%
O=[N+]([O-])c1ccccc1OCCOCCOc1cccc2cccnc12,-6%,-0.4%,-4%,-0.1,41,-2%,8.1%,i,42,-4%,-0.1%
COc1cccc(NS(=O)(=O)c2ccc(-n3cccn3)cc2)c1,-24%,0.7%,8%,0.9,66,8%,0.3%,i,35,-8%,-0.1%

# No enrichment for hits (roughly 0.62% active in at least one column).
